Yeast tox = Inhibitors of S. cerevisiae growth, toxicity; growth inhibition, % at 25 µM (by protocol); S. cerevisiae wild-type growth, A595 turbidity, 16 h; hit rate 0.3% among 30,000;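 active means mutant and wild-type yeast strains alike exhibit over 30% growth inhibition; inconclusive means a strain exceeds 50% while the second remains under 30%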;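 further: 0% = untreated cell controls and 100% = YPD media blanks without cells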
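system = S. cerevisiae wild-type or eIF2Bepsilon-R284H mutant strain | buffer or medium = YPD medium | dosing = one dose, 25 µM compound, 0.2% DMSO | schedule = 16 h at 30 °C | measured by = A595 turbidity | evaluation = growth inhibition (%) versus cell controls and blanks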
Yeast eIF2B = modulators of yeast eIF2B activity; S. cerevisiae eIF2B-epsilon R284H, GCN4-lacZ luminescence; inhibition, % at 25 µM (by protocol); hit rate 0.91% among 27,000; AID 688;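 active means mutant luminescence inhibited past about 50% while wild type luminescence and mutant growth stay under set limits, limit read from the data; inconclusive means mutant versus wild type luminescence inhibition gap past a set limit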; further: some compounds called inactive have numbers as strong as hits
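Assay system: yeast eIF2B-epsilon R284H mutant carrying GCN4–beta-galactosidase fusion / Buffer or medium: YPD / Incubation: 16 h growth with compound at 30 °C, 90 min Beta-Glo step / Detection: Beta-Glo luminescence after Z-buffer lysis, growth by 595 nm absorbance / Read-out: % inhibition of reporter signal and growth versus controls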
Yeast tox inhibition % = further read-out of Yeast tox, marked with its call; growth inhibition, %; S. cerevisiae eIF2Bepsilon-R284H mutant growth, A595 turbidity, 16 h;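 each compound tested once at 25 µM; 0% equals untreated cells and 100% equals cell-free medium blanks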
Yeast eIF2B mutant toxicity = recorded beside Yeast eIF2B, whose call it bears; growth inhibition, %; measured here: mutant yeast growth, toxicity;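 each compound tested once at 25 µM; zero equals untreated control growth and 100 equals blank medium absorbance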
* marks the source's active call; other numbers are inactive results; ? = inconclusive; / = no result given. Some of the compounds tested (hit frequency here may not be typical).

Start of the data: the first 5 entries, to show the layout:
Every second line gives: Yeast tox	Yeast tox inhibition %	Yeast eIF2B	Yeast eIF2B mutant toxicity
CC(C)Cc1nnc(NC(=O)CSc2ccccn2)s1
  2	-6	11	-6
COc1ccc(C)cc1S(=O)(=O)Nc1ccccc1C
  -1	-7	1	-7
CCOC(=O)CN(C(=O)CSc1nnc(CNc2ccc(F)cc2)n1C)c1ccccc1
  20	13	/	/
CC(C)(C)c1ccc(-c2nc(C#N)c(NCc3cccnc3)o2)cc1
  24	16	11	16
CS(=O)(=O)N1CCC(C(=O)Nc2ccc(Oc3ccccc3)cc2)CC1
  -12	-9	7	-9

This part in full, from the start:
Every second line gives: Yeast tox	Yeast tox inhibition %	Yeast eIF2B	Yeast eIF2B mutant toxicity
CC(C)Cc1nnc(NC(=O)CSc2ccccn2)s1
  2	-6	11	-6
COc1ccc(C)cc1S(=O)(=O)Nc1ccccc1C
  -1	-7	1	-7
CCOC(=O)CN(C(=O)CSc1nnc(CNc2ccc(F)cc2)n1C)c1ccccc1
  20	13	/	/
CC(C)(C)c1ccc(-c2nc(C#N)c(NCc3cccnc3)o2)cc1
  24	16	11	16
CS(=O)(=O)N1CCC(C(=O)Nc2ccc(Oc3ccccc3)cc2)CC1
  -12	-9	7	-9
COC(=O)C1=C(C)N(C2CCCCC2)C(=O)C1
  7	-23	2	-23
COc1ccc(S(=O)(=O)Nc2nc3ccccc3s2)cc1
  1	3	/	/
COC(=O)c1noc(-c2ccc(OC)cc2)n1
  10	8	3	8
O=C(O)c1cccc(NC(=O)C2C3C=CC(C3)C2C(=O)O)c1 (configuration not stated)
  2	-14	9	-14
CCOCCCNC(=O)C1CCN(S(=O)(=O)N(CC(C)C)CC(C)C)CC1
  -6	3	-14	3
Cc1ccc(S(=O)(=O)N(C)CCCC(=O)N2CCN(C=O)CC2)cc1
  5	-8	9	-8
CCOC(=O)Cn1nnc(-c2ccccc2)n1
  -20	-9	14	-9
COc1ccc(CNC(=O)C2CCN(c3nccs3)CC2)cc1
  17	8	11	8
c1ccc(-c2ccc(C3=Nn4c(nnc4-c4cc(-c5ccccc5)n[nH]4)SC3)cc2)cc1
  12	-32	4	-32
CCOc1ccccc1NC(=O)CC(O)(C(F)(F)F)C(F)(F)F
  -9	-11	22	-11

(listing goes on)
Every second line gives: Yeast tox	Yeast tox inhibition %	Yeast eIF2B	Yeast eIF2B mutant toxicity
COc1ccc(S(=O)(=O)N2CCC(C(=O)N3CCCC3)CC2)cc1Cl
  15	-4	22	-4
Cc1cc2nc(C)n(CCCN)c2cc1C
  -7	10	10	10
COc1ccc(CC(=O)NCc2cn3ccsc3n2)cc1
  26	-3	8	-3
O=C(c1ccc(Br)o1)N1CCN(C/C=C/c2ccccc2)CC1
  -9	-16	11	-16
CN(CCc1ccccn1)S(=O)(=O)c1ccccc1F
  8	0	-18	/
CC1CCc2c(sc3nn[nH]c(=O)c23)C1 (configuration not stated)
  -15	-14	28	-14
CCN1CCN(Cc2cccc(Oc3ccccc3)c2)CC1
  19	14	9	14
CCN(CC)S(=O)(=O)c1cccc(C(=O)N2CCCCC2)c1
  -15	-4	/	/
Cc1nn(CC(=O)Nc2ccccn2)c(=O)c2ccccc12
  /	/	-7	/
O=C(CSc1nnc(-c2ccc(S(=O)(=O)N3CCOCC3)cc2)o1)c1ccccc1F
  -33	-27	-4	-27
CCOP(=O)(c1ccc(N(C)C)cc1)C(O)c1ccc(Cl)cc1 (configuration not stated)
  9	11	20	11
CCCCNC(=O)Nc1ccccc1C(=O)Nc1ccc(OC)cc1
  -26	-17	/	/
c1cncc(-c2noc(CC3CCCCC3)n2)c1
  8	8	16	8
Cc1cc2nncn2c(Cc2ccccc2)n1
  28	-5	27	-5
COc1ccc(N2C(=O)CCC(C(=O)NCc3ccccn3)C2c2ccc(OC)c(OC)c2)cc1 (configuration not stated)
  -11	-4	28	-4

Next part
Every second line gives: Yeast tox	Yeast tox inhibition %	Yeast eIF2B	Yeast eIF2B mutant toxicity
Cc1ccc(NC(=O)N2CCN(c3ccccn3)CC2)cc1
  5	19	17	19
O=C(Cn1cnc2ccccc2c1=O)Nc1ccc(-c2nnc3n2CCCCC3)cc1
  -24	-38	7	-38
COc1ccc(C2C(C(=O)NCc3cccnc3)c3cc(OC)c(OC)cc3C(=O)N2C)cc1 (configuration not stated)
  9	5	/	/
CSc1cccc(NC(=O)CN(C)S(=O)(=O)c2ccc(F)cc2)c1
  -7	8	3	8
Cc1c(C(=O)NC(C)C)sc2ncn(CC(=O)N3CCC(C)CC3)c(=O)c12
  18	16	7	16
Cc1cc(C)cc(-n2nc(C)cc2N)c1
  -5	10	20	10
O=C(Nc1ccon1)c1ccc(S(=O)(=O)N2CCCCCC2)cc1
  -27	-18	22	-18
CCC(C)Sc1nc2ccccc2c(=O)[nH]1 (configuration not stated)
  1	-3	13	-3
CC(C)(C)c1ccc(OC(=O)c2ccc3nsnc3c2)cc1
  1	18	/	/
C=CCN1C(=O)C(Cc2ccc(F)cc2)S/C1=N/N=C/c1cccs1 (configuration not stated)
  11	-5	16	-5
FC(F)Sc1nnc(-c2cccs2)n1-c1ccccc1
  /	/	-23	/
Cc1cc(NC(=O)CSc2nc3ccccc3c(=O)n2C(C)c2ccccc2)no1 (configuration not stated)
  3	3	/	/
CCOc1cc(C)c(Cl)cc1S(=O)(=O)NCC1CCCO1 (configuration not stated)
  5	-13	/	/
COc1ccc(N2CCn3c2nc2c3c(=O)n(CCc3ccccc3)c(=O)n2C)c(OC)c1
  -31	-15	-24	-15
CCOc1ccc(CCNC(=O)C2CCN(c3ccc(N4CCOCC4)nn3)CC2)cc1OCC
  44	4	25	4

Continued:
Every second line gives: Yeast tox	Yeast tox inhibition %	Yeast eIF2B	Yeast eIF2B mutant toxicity
COc1ccc(-c2c(C#N)c(N)nc3c2CCCCCC3)cc1OC
  7	3	12	3
CCc1ccc(C(=O)N2CCN(c3ccc(F)cc3)CC2)s1
  7	4	20	4
O=S(=O)(Nc1ccc2c(c1)OCCO2)c1ccc2oc3ccccc3c2c1
  16	0	4	/
COc1ccc(S(=O)(=O)N2CCC(C(N)=O)CC2)c2ccccc12
  -16	-7	21	-7
O=C(CN1C(=O)C2C3C=CC(C3)C2C1=O)NCc1ccc2c(c1)OCO2 (configuration not stated)
  -6	0	9	/
CC1(C)CC(=O)C2=C(C1)NC(=O)CC2c1ccc(F)cc1 (configuration not stated)
  9	-18	9	-18
COCCCNC(=O)c1c(N)n(/N=C/c2cccs2)c2nc3ccccc3nc12
  -23	-10	-22	-10
CCC(=O)c1cc2c(C)cc(=O)oc2c(C)c1OC
  -11	11	8	11
Oc1ccc2c(c1)C1CCCC1(N1CCOCC1)O2 (configuration not stated)
  14	-7	-45	-7
Cn1c(CNc2ccccc2)cc(=O)n(C)c1=O
  4	-11	48	-11
CCOc1ccc(-n2c(SCC(=O)Nc3ccccc3C)n[nH]c2=O)cc1
  14	22	/	/
O=C(c1cc2c(ccc3ccccc32)o1)N1CCN(c2ncc(C(F)(F)F)cc2Cl)CC1
  8	3	14	3
CC(C)CC(=O)Nc1ccccc1N1CCN(C(=O)c2ccccc2)CC1
  /	/	16	/
O=C1CSC2(C(=O)N3CCCc4cccc2c43)N1c1cccc(C(F)(F)F)c1 (configuration not stated)
  9	-17	27	-17
COc1ccccc1Cn1nnc2c(=O)[nH]c(C3CCN(C(=O)c4ccc(C)cc4)CC3)nc21
  3	-7	-15	-7

Further records.
Every second line gives: Yeast tox	Yeast tox inhibition %	Yeast eIF2B	Yeast eIF2B mutant toxicity
CCC(=O)N1CCN(c2ccccc2NC(=O)COc2cc(C)ccc2C(C)C)CC1
  7	27	-45	27
C=CCOc1ccc(C2/C(=C(\O)c3ccc(F)cc3)C(=O)C(=O)N2CCCN(C)C)cc1 (configuration not stated)
  -12	-7	10	-7
O=C(Nc1ccc(S(=O)(=O)N2CCCCC2)cc1)c1ccc(CN2CCOCC2)cc1
  -18	-3	5	-3
COc1ccc(S(=O)(=O)NC2CCCCC2)c(C)c1C
  /	/	-8	/
CCOC(=O)c1c(NC(=O)CN(C)C)sc(C(=O)N(CC)CC)c1C
  -8	-10	23	-10
C1CN(c2nc3nonc3n3nnnc23)CCO1
  19	11	19	11
Cc1ccc(C(=O)NCCCn2ccnc2)cn1
  6	22	20	22
CC1=C(C(=O)Nc2cc(C)ccn2)C(c2ccc(C)cc2)C2=C(CCCC2=O)N1 (configuration not stated)
  -2	-8	38	-8
CC(=O)N1CCC(O)(c2cccc(C(F)(F)F)c2)CC1
  14	19	14	19
COC(=O)c1ccc2c(=O)n(CC3CCCO3)c(=S)[nH]c2c1 (configuration not stated)
  12	-21	/	/
O=C(O)c1cccc(NC(=O)c2cccc(NC(=O)C3CCCO3)c2)c1 (configuration not stated)
  -1	20	-14	20
CCCOc1ccc(N2C(=O)CC(N3CCOCC3)C2=O)cc1 (configuration not stated)
  4	2	11	2
CCOCCn1c(COc2ccccc2)nc2ccccc21
  15	14	18	14
N#Cc1c(NC2CCCCC2)nc(-c2ccco2)c2c1CCCC2
  11	10	/	/
COC(=O)[C@H](CCSC)NC(=O)NCc1ccc(S(N)(=O)=O)cc1
  4	-8	6	-8

Quoted at random: 5 records from the list, in no set order.
Every second line gives: Yeast tox	Yeast tox inhibition %	Yeast eIF2B	Yeast eIF2B mutant toxicity
C1CN(c2nc3nonc3n3nnnc23)CCO1
  19	11	19	11
O=C(O)c1cccc(NC(=O)c2cccc(NC(=O)C3CCCO3)c2)c1 (configuration not stated)
  -1	20	-14	20
CC(=O)N1CCC(O)(c2cccc(C(F)(F)F)c2)CC1
  14	19	14	19
Cc1ccc(C(=O)NCCCn2ccnc2)cn1
  6	22	20	22
C=CCOc1ccc(C2/C(=C(\O)c3ccc(F)cc3)C(=O)C(=O)N2CCCN(C)C)cc1 (configuration not stated)
  -12	-7	10	-7

(more compounds)
Every second line gives: Yeast tox	Yeast tox inhibition %	Yeast eIF2B	Yeast eIF2B mutant toxicity
CC(CCc1ccccc1)NC(=O)C1CCN(S(=O)(=O)N2CCCCC2)CC1 (configuration not stated)
  23	11	20	11
O=C(NCC(c1cccnc1)N1CCN(c2ccccc2)CC1)OCc1ccccc1 (configuration not stated)
  1	-7	18	-7
CCOc1cccc(OCCCCN2CCOCC2)c1
  -8	5	-6	5
O=C1NCC(COCc2ccco2)O1 (configuration not stated)
  3	0	16	/
O=C(Nc1ccc2c(c1)nc1n2CCOC1)c1ccccc1
  21	7	29	7
CCCC(=O)Nc1ccc2c(c1)nc(CN1CCCC1)n2C
  13	3	16	3
Nc1cc(CN2C(=O)c3ccccc3C2=O)cc(Cl)c1O
  ?	/	/	/
CC(=O)c1cccc(N=C2NC(=O)CS2)c1
  8	15	14	15
O=C(CCS(=O)(=O)c1cccc2nonc12)NC1CCCCCC1
  1	15	17	15
CCC(=O)Nc1cc(C(C)C)c(O)cc1C
  -13	-3	-23	-3
Cc1ccnc(NS(=O)(=O)c2cccs2)c1
  -3	0	22	/
COc1ccc(C(CC(=O)O)NC(=O)c2cccs2)cc1 (configuration not stated)
  8	-7	0	-7
N/C(=N\OC(=O)Oc1ccccc1)c1ccc(Cl)cc1
  24	14	15	14
Cc1ccccc1C(=O)Nc1nncs1
  22	9	/	/
Cc1ccc(CNc2ccc(O)cc2)cc1
  15	4	17	4

(continued)
Every second line gives: Yeast tox	Yeast tox inhibition %	Yeast eIF2B	Yeast eIF2B mutant toxicity
COC(=O)c1sccc1Oc1ccc(F)cc1[N+](=O)[O-]
  20	11	18	11
CS(=O)(=O)c1cccc(C(=O)NCc2ccc(F)cc2)c1
  17	18	/	/
CCNC(=S)NNC(=O)c1csc(C(C)C)c1
  -11	-20	16	-20
COc1cc(C(=O)N2CCC(N3CCCCCC3)CC2)cc(OC)c1OC
  4	5	24	5
COc1ccc(CCNC(=O)c2nonc2N)cc1
  23	0	8	/
CCCc1cc(=O)[nH]c(SCC(=O)Nc2ccccc2C#N)n1
  18	13	/	/
CCS(=O)(=O)N1CCC(C(=O)NCc2ccc(F)cc2Cl)CC1
  1	-10	-35	-10
O=C(O)CCCCCCCCCC(=O)c1cccs1
  9	2	36	2
CCCCCCCCn1c(=O)c(C(=O)OCC)c(O)c2ccccc21
  22	9	15	9
Cc1c(NC(=O)C2(c3ccccc3)CCCC2)c(=O)n(-c2ccccc2)n1C
  29	11	25	11
Cc1nnc(SCC(=O)N2CCN(c3ccccc3)CC2)n1-c1ccccc1
  17	-10	2	-10
O=C(CN(Cc1ccccc1F)C(=O)Cn1nnc(-c2cccs2)n1)NC1CCCCC1
  8	-32	24	-32
COc1cc2c(cc1OC)C(CC#N)=NC(C)(C)C2
  4	2	/	/
Oc1ccccc1-c1cc(C(F)(F)C(F)F)nc(-c2ccccc2)n1
  -6	11	-12	11
O=C(O)c1cn(-c2ccccc2)nc1-c1ccncc1
  16	-3	26	-3
Cc1nc2[nH]onc2c2nccc(=O)c12
  -9	-4	26	-4
COC(=O)c1cc(COc2ccc3oc(C)c(C(=O)OC(C)C)c3c2)c(C)o1
  5	19	17	19
O=c1c2ccccc2nnn1CSc1ccc2c(c1)OCCO2
  14	3	32	3
